# TRPN1 ag: activates the zebrafish TRPN1 channel | HEK293 zebrafish TRPN1-YFP, Fluo-8 calcium fluorescence; 100% = response to 87 µM carbachol | activation, % at 3 µM | 220,000 tested, 0.18% active | AID 1424;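 active = activation above its plate's cutoff, the mean activation of test wells on that plate plus 3 SD, cut at about 19% in these data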;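 also: 0% = DMSO alone and 100% = 87 µM carbachol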
#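 Control set: carbachol 87 µM as high control, DMSO as low control; system: HEK293 stable line with zebrafish TRPN1-YFP; read-out: % activation versus carbachol response; detection: intracellular calcium fluorescence with Fluo-8; doses: single test compound dose, 3 µM nominal, 0.3% DMSO; schedule: dye 1 h 37 °C plus 30 min RT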
# thrombin 1536: thrombin (human) inhibition | P00734 | alpha-thrombin, Boc-VPR-AMC fluorogenic substrate cleavage | inhibition, % at 5 µM | 220,000 tested, 0.26% active | AID 1046;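 active = inhibition at or above 40%; inactive = inhibition below 40%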;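 also: 0% = enzyme with no compound and 100% = wells without enzyme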
#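 System: human alpha-thrombin protein; Compound dosing: one concentration per compound, 5 µM, with 0.2% DMSO; Timing: reaction at room temperature; Technique: AMC fluorescence, 355/460 nm; Controls: enzyme without compound as high, wells lacking enzyme as low.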
# m-calpain inh: inhibitors of pig calpain II | purified calpain II, fluorogenic peptide substrate, 30 min | inhibition, % at 16 µM | 220,000 tested, 0.37% active | AID 1236;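 active = inhibition above about 50%, limit read from the data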
# EBV gp42 inh: EBV gp42 inhibition; AID 1085; 220,000 tested, 0.42% active; inhibition, % (tested at 21.74 µM); Q1HVG2; Fluorescence polarization binding assay, mP read-out; in the data active = inhibition above about 50%
# Furin inh: blocks human furin protease activity. P09958. 220,000 tested, 0.061% active. purified furin, fluorogenic substrate cleavage. inhibition, % at 30 µM; in the data active = inhibition above about 25%; also: inactives centre near -15
# Tb hexokinase: T. brucei hexokinase 1 inhibition; recombinant TbHK1, G6PDH-coupled NADH A340; inhibition, % at 10 µM; 220,000 tested, 0.11% active;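 active = inhibition of 50% or more in the single-dose primary screen; inactive = inhibition below 50%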
# Cl transport mod: modulators of human KCC2 chloride dependent transport | KCC2 cells, thallium flux FluoZin-2 fluorescence | B-score of Tl+ flux slope (higher = more flux/activation; lower = inhibition) at 10 µM | Q9H2X9 | 190,000 tested, 2.2% active | AID 1456;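 active = thallium flux slope and its plate-corrected score both differing from the plate sample mean at a set confidence after two filtering rounds, in either direction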;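 also: slope of fluorescence scaled to starting intensity during 10 to 20 s after thallium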
# Target sequence (Q9H2X9 whole entry, looked up): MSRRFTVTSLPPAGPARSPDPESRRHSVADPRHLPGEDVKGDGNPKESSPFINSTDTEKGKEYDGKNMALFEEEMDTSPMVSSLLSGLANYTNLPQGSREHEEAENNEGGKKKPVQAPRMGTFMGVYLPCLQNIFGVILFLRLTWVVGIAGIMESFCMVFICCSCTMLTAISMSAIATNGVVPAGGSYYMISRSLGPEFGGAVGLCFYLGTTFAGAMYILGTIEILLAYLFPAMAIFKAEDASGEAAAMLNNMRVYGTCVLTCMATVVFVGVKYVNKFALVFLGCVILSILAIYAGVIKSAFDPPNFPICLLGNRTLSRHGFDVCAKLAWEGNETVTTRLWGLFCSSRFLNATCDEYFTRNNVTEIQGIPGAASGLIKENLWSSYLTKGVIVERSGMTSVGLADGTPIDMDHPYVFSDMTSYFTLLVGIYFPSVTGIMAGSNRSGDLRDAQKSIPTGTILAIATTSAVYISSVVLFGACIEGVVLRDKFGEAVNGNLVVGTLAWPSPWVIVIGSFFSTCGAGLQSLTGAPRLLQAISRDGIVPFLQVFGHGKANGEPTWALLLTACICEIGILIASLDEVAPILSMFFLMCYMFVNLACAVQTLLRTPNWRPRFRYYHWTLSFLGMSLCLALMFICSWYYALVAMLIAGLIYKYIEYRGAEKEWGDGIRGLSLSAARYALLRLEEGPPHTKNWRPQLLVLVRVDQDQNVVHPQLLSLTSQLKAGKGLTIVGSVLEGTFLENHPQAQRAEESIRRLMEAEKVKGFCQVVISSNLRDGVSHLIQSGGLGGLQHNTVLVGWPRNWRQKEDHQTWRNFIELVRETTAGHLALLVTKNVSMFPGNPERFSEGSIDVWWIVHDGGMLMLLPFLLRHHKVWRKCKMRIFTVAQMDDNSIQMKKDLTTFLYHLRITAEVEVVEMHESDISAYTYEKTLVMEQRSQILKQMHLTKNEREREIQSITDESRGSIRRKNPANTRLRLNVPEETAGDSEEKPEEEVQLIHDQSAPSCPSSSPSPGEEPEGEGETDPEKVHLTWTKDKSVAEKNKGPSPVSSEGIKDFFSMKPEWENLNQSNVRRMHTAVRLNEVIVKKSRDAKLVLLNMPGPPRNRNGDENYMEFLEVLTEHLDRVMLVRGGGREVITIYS
# TRPML3 agonist: human mucolipin-3 channel agonism; Q8TDD5; HEK293 TRPML3-YFP, Fluo-8 calcium fluorescence; 100% = the carbachol control signal; activation, % at 3 µM; 220,000 tested, 0.29% active; AID 1448;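 active = activation above its plate's cutoff, the mean activation of the plate's test wells plus 3 SD, cut at about 12% in these data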;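 also: 0% = DMSO only wells and 100% = carbachol wells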
#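 Test system – HEK293 line with stable expression of human TRPML3-YFP channel · Control set – carbachol 87 µM final as high control (100%), DMSO as low control (0%) · Signal – Fluo-8 calcium dye fluorescence, ex 470-495, em 515-575 nm · Incubation – 1-h 37 °C dye load, 5-s basal, 120-s post-compound reads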
# PPC-1+TRAIL kill: kills PPC-1 cancer cells in the presence of TRAIL; PPC-1 cells + TRAIL, ATPLite viability luminescence; AID 1443; cell killing (% activity), % at 4 µM; 220,000 tested, 0.41% active;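 active = cell killing above 50% in the first pass at 4 µM, then a duplicate retest at 5 µM averaging 50% or more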;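 also: plate controls were cells with TRAIL plus DMSO for no effect and medium-only wells lacking cells for full effect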
# * marks the source's active call; other numbers are inactive results; i = inactive; nt = no result given; [ ] = another dose, or the depositor's remark.
SMILES,TRPN1 ag,thrombin 1536,m-calpain inh,EBV gp42 inh,Furin inh,Tb hexokinase,Cl transport mod,TRPML3 agonist,PPC-1+TRAIL kill
N#Cc1c(N)sc2c1CCCCCC2,-0.6,5.6,-6.2,-24.4,-22.3,0.9,0.153,0.8,10.7
COc1ccc(-c2nnc(SC)n2C)cc1,0.5,-1.0,-21.1,-15.7,-20.6,5.0,0.229,-0.1,22.2
O=C(CSc1cccc[n+]1[O-])C12CC3CC(CC(C3)C1)C2,0.0,-1.7,5.1,-19.7,-25.2,-0.6,1.17,0.6,33.0
O=C1N/C(=C/c2cccs2)C(=O)N1Cc1ccc(F)cc1,1.6,4.5,8.8,-4.2,-27.8,-7.4,0.926,0.9,19.2
CC(=O)Nc1c(NC(=O)CC#N)[nH]c2c(c1=O)c(=O)n(C)c(=O)n2C,1.9,-11.2,-30.5,-5.0,-21.9,-5.9,0.455,0.5,13.5
Cc1cccc(NC(=O)c2ccc(C3SCC(=O)N3CCc3ccccc3)cc2)c1C (stereo not drawn),1.9,-1.3,8.1,-1.2,-6.0[20 µM],2.8,-0.00804,0.7,33.5
O=CN1Cc2[nH]c3ccccc3c2N(c2ccc(Cl)cc2)C1=O,1.7,-1.7,-18.1,21.9,-15.3,2.2,0.00295,0.7,-20.3
CC(=O)c1ccc(-c2ccc(/C=C(/Sc3n[nH]c(C)n3)C(=O)O)o2)cc1,0.2,-6.7,6.4,-20.6,-7.9,-9.6,-0.529,0.0,7.6
CN(C)C=Nc1nonc1-c1ccc(Cl)cc1,-3.5,-2.1,-1.4,-7.2,-18.3,-7.8,nt,-1.0,34.2
Cn1cccc1/C=C(\C#N)c1ccccc1,-1.8,-6.1,-3.6,0.9,-6.6,-28.4,-1.43,-0.6,9.1
Cn1c(Cl)nc2ccccc21,1.3,-0.8,-14.3,-24.0,-1.9[20 µM],-4.9,0.133,0.1,6.1
O=C(NC(=S)NCCN1CCOCC1)c1cccc(Cl)c1,1.2,-0.5,-21.3,1.9,-9.1,12.0,2.16,0.8,8.9
COc1ccc(-c2nnc(NC(=O)c3ccc(S(=O)(=O)N4COCC4(C)C)cc3)o2)cc1,1.5,-2.4,-347.5,-4.8,-25.1,-0.3,8.21*,0.0,-10.3
CC(=O)N1c2ccccc2C2(O)N=C(C)SC12 (stereo not drawn),-0.4,-1.0,-1.6,-29.0,-4.2,36.4,0.443,0.9,28.7
COC(=O)c1cc2c(=O)n3ccccc3nc2n(Cc2cccnc2)c1=N,-0.8,nt,nt,nt,14.4[20 µM],-5.7,0.257,-0.2,nt
CCOC(=O)C1=C(C)NC(=O)NC1c1ccc(OC)c(Cl)c1 (stereo not drawn),-0.3,-3.0,-21.8,-18.4,-15.3,-4.0,1.3,-0.2,37.3
Cc1cc(=O)oc2cc(OCC(O)CN3CCN(c4ccccc4)CC3)ccc12 (stereo not drawn),2.1,-2.5,-51.2,0.0,-34.2,-15.4,-0.29,2.0,1.1
CCOC(=O)C1CCN(c2c(NCCCN(CC)Cc3ccccc3)c(=O)c2=O)CC1,0.4,-2.4,-5.5,-12.6,-22.0,-0.3,-0.358,0.5,0.5
Cc1cccc(C)c1N1CCN(c2n[nH]c(N)n2)CC1,0.8,5.0,0.0,0.3,-19.9,-0.2,-1.09,0.5,7.6
Cc1c(Cl)cccc1NC(=O)c1cc(C2CC2)on1,-1.0,-5.6,-4.5,-5.2,-11.5,-7.5,-0.279,0.3,-23.2
Cc1ccc(NC(=O)C(C)N=C2NS(=O)(=O)c3ccccc32)cc1F (stereo not drawn),3.8,-5.8,-0.2,3.7,-17.3,8.3,-0.299,0.6,14.2
CC(=O)Nc1ccc(C(=O)CSc2nnc(C)o2)cc1,0.4,-2.7,-7.4,-4.7,-10.6,-4.9,0.54,-0.1,-10.8
Cc1ccc(O)c(Sc2cc(C)ccc2O)c1,-1.4,-1.6,35.8,5.0,-30.2[20 µM],3.0,0.14,-0.5,23.4
COCCNC(=O)COC(=O)c1[nH]c(C)c(C(C)=O)c1C,0.7,-1.6,1.5,2.8,-18.6[20 µM],8.2,0.721,0.5,19.3
COc1cc(/C=C/C(=O)CC(=O)/C=C/c2ccc(O)c(OC)c2)ccc1O,11.2,nt,0.4,10.4,8.4,-4.0,i,7.7,26.6
Cc1nn(C)cc1CN(C)C(=O)c1cc(-c2ccccc2)nc2ccc(Br)cc12,1.1,1.9,-5.9,-9.2,-23.9,-21.0,-0.603,0.6,19.8
Cc1ccc(N2CCN(C3=NC(=O)/C(=C\c4cccs4)S3)CC2)cc1,0.8,9.4,76.7*,-2.7,-16.5[20 µM],-5.6,nt,-0.3,9.3
COc1ccc(C(=O)NCc2ccc3c(c2)OCO3)cc1S(=O)(=O)NCc1ccc(Cl)cc1,0.4,0.4,-2.1,0.1,-4.9,29.8,0.503,0.4,4.0
COc1ccc(C(=O)NN(c2ccccc2)c2ccccc2)cc1,-1.3,-3.9,-22.5,-6.4,-7.9,-1.8,nt,0.2,10.9
CCn1c(C)nc2cc(C(=O)NNC(=O)Nc3ccc(Cl)c(Cl)c3)ccc21,1.5,-6.7,-30.4,-11.2,-23.5,-3.1,-0.0305,0.9,5.3
CN1/C(=C\C(=O)COc2ccc3c(c2)OCO3)C(C)(C)c2ccccc21,1.0,-2.9,-36.2,-42.1,7.3,18.2,-3.99*,0.3,5.2
Cc1cc(C(=O)NP(=O)(N2CCOCC2)N2CCOCC2)c(C)n1-c1ccc(N(C)C)cc1,0.9,-7.2,-27.2,-11.8,-17.7,-7.1,2.27,0.4,9.7
O=C(CSc1nc2ccc(NC(=O)CSc3nnnn3-c3ccccc3)cc2s1)Nc1ccccc1,1.1,-0.7,-26.2,-11.4,4.2,5.8,-0.0108,0.6,5.8
COc1cccc(N=c2oc3cc(O)ccc3cc2C(=O)NCC2CCCO2)c1 (stereo not drawn),1.1,-6.5,-387.4,-21.2,-51.3,-11.7,0.161,0.8,10.1
COc1cccc(C2C(C(=O)c3cc4cccc(OC)c4o3)=C(O)C(=O)N2c2cc(C)on2)c1OC (stereo not drawn),-1.1,-10.7,-308.5,5.3,-21.4[20 µM],-9.4,0.781,-0.6,6.7
Cc1cc(C)n(C(=O)CN2C(=O)CCC2=O)n1,3.2,5.0,-3.9,-9.9,-16.3,3.6,1.14,0.6,9.9
S=C(NCCc1ccccc1)N/N=C/c1ccccc1Cl,-2.4,-13.1,7.4,3.8,-17.4,-1.0,2.48,-0.4,-8.5
O=C(CN1CCN(Cc2ccccc2Cl)C1=O)NC1CCCCCC1,-1.4,-6.5,-40.7,-7.8,-15.3[20 µM],0.1,0.565,1.0,9.7
CCNS(=O)(=O)c1ccc(CCC(=O)NCCC2=CCCCC2)cc1,0.2,0.8,29.5,4.4,-1.3,24.8,-0.189,0.2,21.8
NC(=O)c1ccccc1OC1CCC1,2.0,-9.2,-7.5,-17.7,-21.8,-8.4,0.0794,0.6,7.0
Cc1cc(OCC(=O)NCc2nc(-c3ccccc3)no2)c(C)cc1Br,1.1,2.9,-5.4,-10.8,-20.1[20 µM],2.2,-0.00633,0.3,18.7
CCC(C)[C@H](NC(=O)OC(C)(C)C)C(=O)N/N=C/c1ccc2nccnc2c1 (stereo partly drawn),-1.5,0.2,-16.6,-20.0,0.7[20 µM],-20.0,1.62,0.1,48.0
CC(CCc1ccccc1)NC(=O)C(=O)NCc1ccccc1 (stereo not drawn),-0.5,-1.6,4.4,-4.3,-19.0,0.5,-0.0487,0.6,0.5
COc1ccc(C2CC(c3cccc(C)c3)n3ncnc3N2)cc1 (stereo not drawn),2.3,-5.6,20.0,-14.0,-9.9,2.0,-0.434,0.7,7.7
COc1cccc(C(CC(=O)NCCN2CCOCC2)NS(=O)(=O)c2ccc(C)cc2)c1OC (stereo not drawn),1.9,-3.5,-5.4,-24.9,-9.7,29.8,0.932,0.9,19.8
COc1ccc(C2CC(c3ccccc3)Nc3nc(N)nn32)cc1 (stereo not drawn),1.6,0.8,15.9,-14.7,-10.4,-3.4,nt,1.5,-34.7
COCCNC(=O)/C(C#N)=C/c1cc(Br)c(O)c(OC)c1,0.4,0.7,15.5,-43.0,-27.1,-0.7,-0.00628,0.8,8.0
CCCNC(=O)CS(=O)Cc1nc(-c2ccc(OC)cc2)oc1C (stereo not drawn),0.1,3.5,-6.4,-15.1,-30.3,-2.3,nt,0.4,-7.5
COc1ccc(/C=C/CN2CCN(Cc3ccc(F)cc3)C(CCO)C2)cc1 (stereo not drawn),-2.1,-7.0,-20.7,-20.7,-22.0,4.1,0.923,1.2,5.5
COc1cc(/C=C2\SC(=O)N(Cc3ccc(Cl)cc3)C2=O)cc([N+](=O)[O-])c1O,-1.1,0.0,5.2,90.0*,-11.9,12.6,-2.23,0.8,19.5
CC(C)Cn1c(SCC(=O)NC2CCCc3ccccc32)nc(O)cc1=O (stereo not drawn),-1.1,0.5,-31.1,-9.9,-25.6,-5.6,-0.514,0.3,-18.5
COC(=O)CSc1nc(C)c(C(=O)Nc2ccccc2C)c(-c2ccc(Cl)cc2)c1C#N,-0.1,-0.1,-59.9,-86.7,-14.6,-7.2,-1.23,-0.5,-15.6
Cc1cc([N+](=O)[O-])ccc1NC(=O)C(C)[n+]1ccccc1 (stereo not drawn),0.2,0.9,-27.0,6.4,-30.1,-4.4,0.486,1.2,-10.0
Cc1ccc(C2CC(=O)Nc3c2ccc2ccccc32)cc1[N+](=O)[O-] (stereo not drawn),-0.9,-9.3,7.8,-8.3,-10.5,31.3,-2.09,0.8,-0.7
CCCCCn1c(CN(C)Cc2ccccc2)nc2c1c(=O)n(C)c(=O)n2C,-2.3,8.6,-22.1,-24.1,-6.9[20 µM],-6.1,nt,-0.9,27.7
COc1cc(C(=O)NCC(=O)OCC(=O)N2CCc3ccccc32)cc(OC)c1OC,-1.9,-2.0,2.0,7.0,-18.5,-3.2,-0.258,0.7,16.6
O=C1c2oc3ccc(F)cc3c(=O)c2C(c2ccc(F)cc2)N1CCCN1CCOCC1 (stereo not drawn),-0.3,nt,nt,nt,-9.8,-12.7,0.229,0.3,nt

# Rewritten tab-delimited: entries from further up
Molecule	TRPN1 ag	thrombin 1536	m-calpain inh	EBV gp42 inh	Furin inh	Tb hexokinase	Cl transport mod	TRPML3 agonist	PPC-1+TRAIL kill
COC(=O)CSc1nc(C)c(C(=O)Nc2ccccc2C)c(-c2ccc(Cl)cc2)c1C#N	-0.1	-0.1	-59.9	-86.7	-14.6	-7.2	-1.23	-0.5	-15.6
Cc1cc([N+](=O)[O-])ccc1NC(=O)C(C)[n+]1ccccc1 (stereo not drawn)	0.2	0.9	-27.0	6.4	-30.1	-4.4	0.486	1.2	-10.0
Cc1ccc(C2CC(=O)Nc3c2ccc2ccccc32)cc1[N+](=O)[O-] (stereo not drawn)	-0.9	-9.3	7.8	-8.3	-10.5	31.3	-2.09	0.8	-0.7
CCCCCn1c(CN(C)Cc2ccccc2)nc2c1c(=O)n(C)c(=O)n2C	-2.3	8.6	-22.1	-24.1	-6.9[20 µM]	-6.1	nt	-0.9	27.7
COc1cc(C(=O)NCC(=O)OCC(=O)N2CCc3ccccc32)cc(OC)c1OC	-1.9	-2.0	2.0	7.0	-18.5	-3.2	-0.258	0.7	16.6

# Screening data (PubChem BioAssay)
